DSG3 Ab inh: human desmoglein-3 autoantibody binding inhibition; P32926; DSG3-coupled beads, scFv-anti-DSG3-GFP binding, flow cytometry; stronger effect = lower value; binding (percent of control), % at 10 µM; hit rate 0.48% among 310,000;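 active means binding more than 3 SD below its plate's average and above zero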;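 further: hits lower antibody fragment binding to DSG3; some compounds called inactive have numbers as strong as hits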
Cardiac RTF inh: cardiac RTF calcium desensitization; P19429+P45379; IANBD-labeled cardiac RTF, Ca2+ fluorescence; inhibition, % at 7.15 µM; hit rate 0.12% among 340,000; AID 493244;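 active means inhibition above the mean inhibition of all tested compounds plus 3 SD, cut at about 17% in these data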;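 further: assay run at fixed EC70 calcium of 1.6 mM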
Keap1 Nrf2 FP: inhibitors of human Keap1-Nrf2 protein-protein interaction; hit rate 0.15% among 340,000; Keap1 Kelch-Nrf2 peptide fluorescence polarization, 1536-well; inhibition, % at 9.4 µM; in the data active means inhibition above about 12%;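 further: human Keap1 Kelch domain with fluorescein labeled Nrf2 9mer peptide probe; 0% = neutral control wells and 100% = peptide positive control; higher means more block of Keap1 binding to Nrf2 peptide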
Target sequence (Q14145 whole entry, looked up, the tested form may be a part): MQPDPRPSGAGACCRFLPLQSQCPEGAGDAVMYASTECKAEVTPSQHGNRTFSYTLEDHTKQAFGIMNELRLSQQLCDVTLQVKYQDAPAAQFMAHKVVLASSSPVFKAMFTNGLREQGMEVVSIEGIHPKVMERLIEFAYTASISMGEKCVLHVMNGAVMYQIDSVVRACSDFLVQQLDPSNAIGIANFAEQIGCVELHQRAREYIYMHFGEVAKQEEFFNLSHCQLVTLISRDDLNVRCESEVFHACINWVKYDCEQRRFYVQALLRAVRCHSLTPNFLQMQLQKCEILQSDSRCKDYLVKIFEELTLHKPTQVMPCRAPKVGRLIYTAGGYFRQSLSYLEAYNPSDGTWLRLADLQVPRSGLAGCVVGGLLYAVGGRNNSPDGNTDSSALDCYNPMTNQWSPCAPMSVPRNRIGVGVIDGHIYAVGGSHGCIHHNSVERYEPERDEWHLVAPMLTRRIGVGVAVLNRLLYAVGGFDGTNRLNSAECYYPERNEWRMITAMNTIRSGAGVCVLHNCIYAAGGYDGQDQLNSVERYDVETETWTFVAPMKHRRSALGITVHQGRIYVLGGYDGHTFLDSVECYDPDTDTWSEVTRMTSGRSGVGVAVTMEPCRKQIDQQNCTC
MOR-DOR ag: OPRM1-OPRD1 heterodimerization agonism | P35372+P41143 | cells, luminescence | hit rate 0.3% among 340,000 | activation, % at 9.3 µM; in the data active means activation above about 18%;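 further: 0% = vehicle-treated cells and 100% = reference agonist; values of inactives mirror those of a sister screen read the other way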
OPRM1-OPRD1 inv: mu-delta opioid heterodimer inverse agonism | cell-based MOR-DOR heterodimer luminescence | hit rate 0.21% among 340,000 | inhibition, % at 9.3 µM | P35372+P41143; in the data active means inhibition above about 22%, passing the limit was not always enough;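 further: 0% = cells with DMSO and 100% = wells without cells with DMSO; values of inactives mirror those of a sister screen read the other way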
RTF Ca sens act: cardiac RTF calcium sensitization | activation, % at 7.2 µM | AID 493008 | IANBD-labeled TnC RTF fluorescence at EC20 calcium; 0% EC20 calcium, 100% full calcium | P19429+P45379 | hit rate 0.24% among 340,000;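 active means activation above the mean over all tested compounds plus 3 SD, cut at about 30% in these data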;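 further: rise in fluorescence read as greater calcium sensitivity of cardiac thin filaments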
V-ATPase pHluor: alters yeast V-ATPase proton transport. S. cerevisiae, pHLuorin cytosolic pH fluorescence. response, % at 10 µM. hit rate 0.37% among 350,000. AID 504577; in the data active means response mostly above about 7.3%, no sharp cut-off; inactive means mostly below about 5.4%; further: actives read high; inactives centre near 0; some compounds called inactive have numbers as strong as hits; reference of the scale not given here
LANA DNA inh: blocks KSHV LANA C-terminal domain binding to DNA; MBP-C-LANA/FAM-LBS DNA binding, fluorescence polarization; inhibition, % at 9 µM; hit rate 0.078% among 340,000; AID 504423;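 active means highest replicate inhibition at or above 60% at 9 µM, even if other replicates fall short; inactive means all replicates below 60% inhibition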;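 further: 0% = neutral control wells and 100% = 4 µM acridine orange control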
Arrestin-AP2 inh: inhibitors of human beta-arrestin and AP2 interaction; FITC-arrestin peptide / GST-AP2 beads, flow cytometry; AP2 beta2 appendage carries R879A mutation; inhibition, % at 10 µM; hit rate 0.31% among 340,000; AID 504490;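 active means inhibition above a set limit, near 3 SD of compounds lacking own fluorescence, cut at about 54% in these data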;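 further: plate controls were DMSO wells for no effect and 5 µM unlabelled arrestin peptide for full effect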
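Assay system: GST-AP2 R879A bound to glutathione beads, E. coli-expressed; Medium: PBS with 0.05% Tween 20 and 0.1% BSA; Also added: fluorescein-tagged arrestin peptide at 50 nM final; Timing: 12 min plus 1 h, RT; Measured by: flow cytometry, FL1 (488/535 nm); Evaluation: percent drop in bead-associated FITC signal.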
Wnt bcat act: activators of Wnt/beta-catenin signaling | Wnt/beta-catenin reporter cell assay, activator, plate reader | activation, % at 9.35 µM | hit rate 1.2% among 300,000 | AID 743398; in the data active means activation above about 30%, passing the limit was not always enough;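 further: 0% = neutral control wells and 100% = positive control wells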
Numbers without * were called inactive; nt = no result given.

SMILES | DSG3 Ab inh | Cardiac RTF inh | Keap1 Nrf2 FP | MOR-DOR ag | OPRM1-OPRD1 inv | RTF Ca sens act | V-ATPase pHluor | LANA DNA inh | Arrestin-AP2 inh | Wnt bcat act
CC(=O)NC(CCS(C)(=O)=O)C(=O)Nc1ccc2c(c1)OCO2 (centres undefined) | 98.4 | -1.9 | -3.8 | -1.0 | 6.2 | 1.3 | 1.4 | -0.6 | -11.8 | 0.3
CC(=O)NCc1ccc2[nH]c(C)cc2c1 | 82.2 | -0.8 | -3.0 | -0.2 | 0.9 | 0.1 | -2.2 | 0.8 | 25.6 | 0.0
O=C(COc1ccccc1F)NC1CC1 | nt | -14.5 | -6.5 | -4.8 | 21.9 | 21.5 | -2.9 | -0.5 | 1.9 | -0.7
CN(CCCN1CCOCC1)Cc1nc(-c2ccccc2)no1 | 108.6 | 1.4 | -5.8 | -1.2 | 8.3 | -3.5 | 0.6 | -1.2 | -4.2 | -5.3
O=C(c1ccc2nc(N3CCCCC3)sc2c1)N1CCN(c2ccccn2)CC1 | 108.9 | -5.1 | -2.9 | -1.2 | 7.2 | 1.2 | -0.7 | 0.2 | -9.5 | -0.8
O=C(COC(=O)c1ccc(S(=O)(=O)N2CCCCC2)cc1)Nc1ccccc1 | 94.1 | -1.5 | 1.1 | -2.4 | 9.9 | 0.5 | 3.1 | -0.7 | 3.8 | 1.5
Cc1cn(C2CCCCC2)c(=O)n(-c2ccccc2)c1=O | 101.2 | -1.2 | -3.9 | -0.7 | 3.7 | 3.6 | 5.5 | -1.3 | -0.1 | -2.4
C=CCN(c1ccccc1)S(=O)(=O)c1cccc(C(=O)N2CCN(c3ncccn3)CC2)c1 | 94.8 | -1.6 | -0.9 | -2.0 | 8.5 | 5.6 | 4.0 | 0.3 | 1.7 | -2.1
CN(Cc1nccs1)C(=O)c1ccc(OC2CCN(CCc3ccccc3)CC2)cc1 | 102.8 | -2.2 | 0.5 | -0.4 | 1.9 | -5.6 | -1.1 | 1.4 | -8.3 | 0.2
CCOc1ccc(OCc2cccc(C(=O)O)c2)cc1 | 101.7 | -9.6 | -6.3 | 0.9 | -5.2 | 1.3 | 1.1 | 1.7 | 1.4 | -12.6
COc1cccc(NC(=O)CCCN2C(=O)C3CC=CCC3C2=O)c1 (centres undefined) | 108.8 | 3.0 | 0.2 | -0.9 | 3.7 | -5.4 | -1.3 | 1.2 | -3.6 | 1.2
Cc1ccccc1Cn1nnc(-c2ccc(F)cc2)n1 | 122.4 | -3.8 | 1.4 | 6.2 | -27.7 | -4.0 | -1.8 | 1.9 | 15.8 | 20.1
CCOC(=O)c1ccc(-n2ncc(C(=O)OCC)c2N)cc1 | 111.5 | -7.0 | -2.5 | 0.0 | -0.2 | -1.8 | -5.0 | 0.5 | 3.3 | 0.0
COc1ccc([N+](=O)[O-])cc1NC(=O)CN(C)S(=O)(=O)c1ccccc1 | 97.1 | -7.8 | -5.8 | -1.9 | 9.5 | 5.3 | 0.7 | -2.5 | 2.4 | -6.7
Cn1c(CNc2nc3ccccc3n2C)nc2ccccc21 | 99.4 | -11.2 | -2.2 | -1.8 | 9.6 | 7.4 | -1.4 | 0.7 | 5.2 | 21.2
CCCCN(C(=O)c1cccc(S(=O)(=O)N2CCCCC2)c1)C1CCS(=O)(=O)C1 (centres undefined) | 96.2 | -8.9 | 3.4 | -1.0 | 5.3 | 0.6 | 5.0 | -1.1 | 9.1 | -1.1
CC(=O)c1cccc(OCC(O)CNCC2COc3ccccc3O2)c1 (centres undefined) | 105.3 | -6.5 | -1.8 | 0.0 | 0.0 | -7.8 | 1.0 | -1.2 | 7.4 | -1.9
CSc1sc(C(=O)O)c(C)c1C(C)=O | 102.6 | -3.2 | -3.8 | -0.7 | 3.9 | 2.0 | 0.1 | 0.7 | 7.6 | 0.8
O=Cc1ccccc1-n1cncn1 | 100.9 | 12.9 | -3.8 | -1.4 | 7.2 | 1.9 | 0.9 | -0.9 | -4.0 | 6.3
Cc1c(C(=O)O)sc(S(=O)(=O)N2CCN(C(=O)CCc3ccccc3)CC2)c1C(=O)O | 98.5 | -0.5 | -5.8 | -4.1 | 21.3 | 0.4 | -2.6 | 1.1 | 8.0 | -0.1
COc1ccc(NC(=O)N(C)C[C@H]2Oc3c(NC(=O)C4CCCCC4)cccc3C(=O)N([C@H](C)CO)C[C@@H]2C)cc1 | 98.7 | -3.6 | 3.6 | -3.8 | 17.9 | 6.9 | -2.1 | -2.9 | -26.3 | -2.9
CCS(=O)(=O)N1CCN(c2ccc([N+](=O)[O-])c(NCc3cccnc3)c2)CC1 | 103.8 | 0.1 | -4.6 | 0.7 | -3.8 | 2.7 | 1.6 | -0.9 | 10.5 | -0.1
S=c1[nH]ncn1NCc1cccc(Br)c1 | 98.8 | nt | nt | nt | nt | nt | -2.7 | nt | -22.2 | -0.4
CCN1CCN(S(=O)(=O)c2ccc(Cl)c(C(=O)Oc3ccc(CC(=O)OC)cc3)c2)CC1 | 105.4 | 8.1 | -2.6 | 0.1 | -0.3 | -5.1 | -1.4 | 0.8 | -3.2 | 1.2
CC(=O)Nc1cccc(O)c1 | 97.6 | -8.6 | -3.6 | -5.2 | 27.9 | 0.6 | 1.7 | -0.5 | 0.9 | 0.0
New compounds follow
SMILES | DSG3 Ab inh | Cardiac RTF inh | Keap1 Nrf2 FP | MOR-DOR ag | OPRM1-OPRD1 inv | RTF Ca sens act | V-ATPase pHluor | LANA DNA inh | Arrestin-AP2 inh | Wnt bcat act
CC(Oc1ccccc1)C(=O)NC1CCSc2ccccc21 (centres undefined) | nt | -5.6 | -5.6 | -3.1 | 12.7 | 1.5 | 15.2 | -0.3 | -5.7 | 1.2
CCN1CCN(Cc2c(O)ccc3c(=O)c(-c4ccccc4OC)coc23)CC1 | 102.2 | -1.9 | 5.7 | -1.1 | 6.5 | 3.0 | 4.2 | -0.7 | -2.3 | 0.5
CC(=O)c1ccc(-c2ccc(C(=O)N3CCCc4ccccc43)o2)cc1 | 97.3 | -12.0 | -4.1 | 1.6 | -7.4 | 5.1 | -0.4 | 0.0 | 34.9 | 15.3
O=C(CN1CCN(c2cccc(Cl)c2)CC1)Nc1ccc([N+](=O)[O-])cc1C(=O)Nc1ccccc1F | 99.5 | -7.3 | 2.8 | -1.2 | 8.4 | 5.1 | -2.9 | 1.6 | 6.7 | -8.7
COc1ccc(/C=C/C(=O)OCC(=O)N2CC(=O)Nc3ccccc32)cc1 | 83.4 | -2.4 | 0.8 | -4.0 | 20.0 | 1.4 | 1.6 | 1.6 | -6.0 | nt
CCn1cc(CN2CCC(C(=O)Nc3cccc(-c4cscn4)c3)CC2)cn1 | 121.5 | 1.5 | -2.7 | -3.7 | 19.0 | -1.9 | -5.2 | 0.6 | 16.4 | -1.4
CC(=O)c1ccc(NC(=O)C(C)Sc2ccccn2)cc1 (centres undefined) | 108.2 | -9.0 | -3.5 | -1.7 | 9.1 | -1.5 | -1.2 | 0.6 | 15.7 | 7.3
CCOC(=O)/C(Sc1nc(-c2ccccc2)cc(-c2ccccc2)c1C#N)=C(\C)O | 92.3 | -0.1 | 2.6 | -4.5 | 23.1 | -5.2 | -0.2 | 0.1 | 0.2 | 0.8
CCOC(=O)C1CCN(Cc2ccc(Cl)c(Cl)c2)CC1 | 105.4 | 3.8 | -0.5 | 11.9 | -68.2 | 7.7 | -2.6 | 0.4 | 5.8 | 0.3
O=C1CCCc2nn(-c3ccccc3)c(-c3ccncc3)c21 | 100.2 | -0.5 | -0.4 | -2.4 | 13.2 | 3.2 | -1.8 | -0.5 | 22.9 | nt
O=C(c1ccc(OC2CCN(Cc3ccccn3)CC2)cc1)N1CCC[C@H]1CO | 102.1 | -6.5 | -0.1 | -2.1 | 10.8 | -7.1 | -4.7 | 0.0 | 4.3 | 0.2
CN(C)S(=O)(=O)c1cccc(NC(=O)CCCC2CCCCC2)c1 | 102.2 | -10.1 | -1.6 | 2.1 | -10.9 | -1.1 | -3.2 | -3.0 | -8.3 | 7.4
O=C1CCc2cc(NS(=O)(=O)c3ccc([N+](=O)[O-])cc3)cc3c2N1CC3 | 99.4 | -9.9 | -0.7 | 0.2 | -0.9 | -1.6 | -2.5 | 2.6 | 0.2 | -3.4
O=C1c2ccccc2CN1Cc1ccccc1 | 105.4 | -7.5 | -2.1 | 0.6 | -2.5 | 4.4 | -0.4 | 0.0 | -2.8 | 5.3
Cc1cc(C)c(NC(=O)CNC(=O)COC(=O)CN2C(=O)NC3(CCCC3)C2=O)c(C)c1 | 108.8 | -3.2 | -3.5 | 0.7 | -4.7 | 0.1 | -2.4 | -1.4 | 2.2 | -2.5
Cc1cccc2nc(-c3cccnc3)c(Nc3ccccc3)n12 | 99.2 | 6.6 | -4.5 | -3.5 | 19.4 | -2.3 | 0.7 | -0.6 | -2.0 | 13.7
CCOC(=O)c1c(-c2cccs2)csc1NC(=O)CN(CC)CC | 108.2 | -3.1 | 1.5 | 2.8 | -12.8 | -3.7 | -0.6 | -0.2 | -14.4 | -8.5
CC1CCCCC1NC(=O)/C(C#N)=C/C=C/c1ccccc1[N+](=O)[O-] (centres undefined) | 118.8 | -0.7 | nt | 7.7 | -37.6 | -1.0 | 2.3 | nt | -16.3 | -0.4
O=C(CCC(=O)OCC(=O)c1ccc(Br)cc1)Nc1cccc2cccnc12 | 95.9 | -2.3 | -0.7 | -4.1 | 20.6 | 2.1 | -4.5 | 1.3 | 5.3 | -3.5
CCCCCN(C(=O)CCC(=O)OC(C)C(=O)Nc1cccc(C#N)c1)c1c(N)n(CCCC)c(=O)[nH]c1=O (centres undefined) | 104.5 | -7.1 | -2.4 | -2.1 | 14.0 | 1.1 | -3.7 | 1.7 | 48.2 | -0.5
O=c1c2ccccc2nc(-c2ccco2)n1-c1nc2ccccc2s1 | 105.7 | 5.6 | 5.5 | 0.4 | -2.4 | 0.1 | 0.6 | 0.9 | -0.2 | 4.7
CC[C@]12c3[nH]c4ccc(OC)cc4c3CCN1C(=O)C(CC(=O)NCCN1CCOCC1)C[C@@H]2C(=O)N1CCN(C(=O)C2CC2)CC1 (some centres undefined) | 101.2 | -3.4 | -0.6 | -3.6 | 17.5 | -3.7 | 1.0 | 2.5 | 34.9 | -2.5
CC(=O)c1cccc(CN2CCC(CO)(CCOc3ccccc3)CC2)c1 | 114.4 | -0.8 | -3.6 | -1.4 | 6.9 | 4.2 | 3.6 | 1.3 | -4.3 | -0.2
Cc1cc(=O)n(C)c(=O)n1CCCCCN1CCCC1 | 106.0 | -2.9 | -0.4 | -1.0 | 5.9 | 2.6 | 0.6 | -0.2 | -3.8 | nt
CN1CCN(C(=O)C(=O)c2cn(CC(=O)N3CCCC3)c3ccccc23)CC1 | nt | -8.2 | -3.2 | -0.6 | 3.3 | -1.2 | 2.6 | 0.2 | -8.9 | -0.2
Cc1cccc(NC(=O)CSC(N)=O)c1C | 97.8 | 6.9 | 0.2 | -2.4 | 11.5 | -1.0 | -2.9 | -0.9 | 12.5 | nt
COC(=O)N(NC(=O)C(O)(CCC(C)C)CCC(C)C)c1ccccc1 | 104.3 | 4.9 | 3.0 | 0.7 | -4.8 | -3.0 | -1.8 | 0.3 | 2.8 | -6.9
